V1R ag counter: counter-screen for oxytocin receptor agonists: human V1a receptor agonists. P37288. CHO-V1R cells, Fluo-8 calcium fluorescence, agonist mode; 0% DMSO, 100% 3 nM vasopressin. activation, % at 3 µM. hit rate 0.25% among 320,000. AID 2797;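 active = activation above the mean activation of all tested compounds plus 3 SD, per screening run, cut at about 20% in these data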;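 also: signal is peak over basal fluorescence ratio across a 100 second FLIPR read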
Target sequence (P37288 whole entry, looked up): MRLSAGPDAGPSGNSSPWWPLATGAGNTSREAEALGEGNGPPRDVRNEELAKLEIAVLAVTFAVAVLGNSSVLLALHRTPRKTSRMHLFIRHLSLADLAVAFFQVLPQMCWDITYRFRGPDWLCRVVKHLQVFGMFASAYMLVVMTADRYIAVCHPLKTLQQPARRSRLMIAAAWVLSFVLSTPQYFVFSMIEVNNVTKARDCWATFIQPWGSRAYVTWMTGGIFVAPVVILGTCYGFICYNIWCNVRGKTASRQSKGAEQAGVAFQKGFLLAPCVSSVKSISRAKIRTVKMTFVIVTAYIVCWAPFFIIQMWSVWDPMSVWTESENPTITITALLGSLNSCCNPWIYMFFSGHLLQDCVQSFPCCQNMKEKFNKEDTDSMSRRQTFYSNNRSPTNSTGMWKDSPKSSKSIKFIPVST
PHOSPHO1 inh: blocks human PHOSPHO1 phosphatase activity; Q8TCT1; recombinant PHOSPHO1, absorbance phosphatase assay; inhibition, % at 13.3 µM; hit rate 1.1% among 290,000; AID 1565; in the data active = inhibition above about 60%
Target sequence (Q8TCT1 whole entry, looked up): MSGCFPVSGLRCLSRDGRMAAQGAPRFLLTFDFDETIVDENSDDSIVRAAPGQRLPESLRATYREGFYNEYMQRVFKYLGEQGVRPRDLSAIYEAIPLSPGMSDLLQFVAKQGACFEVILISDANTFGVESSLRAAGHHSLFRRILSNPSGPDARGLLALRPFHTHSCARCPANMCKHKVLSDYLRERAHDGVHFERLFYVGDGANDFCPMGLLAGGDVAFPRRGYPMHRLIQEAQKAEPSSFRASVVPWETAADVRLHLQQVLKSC
FID counter: fluorescent intercalator displacement, NS3 helicase counter-screen. DNA fluorescent intercalator displacement, fluorescence. inhibition, % at 7.9 µM. hit rate 0.17% among 290,000. AID 1845; in the data active = inhibition above about 37%;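 also: 0% = vehicle and 100% = reference compound; higher means more ethidium bromide displaced from hairpin DNA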
GalR3 antag: blocks the human galanin receptor 3 | HEK293 GalR3-CNG cAMP membrane potential fluorescence; galR3 body fused to GalR1 C-terminus | inhibition, % at 3 µM | AID 651719 | hit rate 0.44% among 360,000;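 active = inhibition above the screen-wide average plus 3 SD, cut at about 13% in these data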;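 also: forskolin and galanin both at EC90 stimulate the cells; cAMP rise reported by CNG channel membrane potential dye signal; 0% = forskolin plus galanin with DMSO and 100% = forskolin alone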
Target sequence (O60755 1-299 limits assumed): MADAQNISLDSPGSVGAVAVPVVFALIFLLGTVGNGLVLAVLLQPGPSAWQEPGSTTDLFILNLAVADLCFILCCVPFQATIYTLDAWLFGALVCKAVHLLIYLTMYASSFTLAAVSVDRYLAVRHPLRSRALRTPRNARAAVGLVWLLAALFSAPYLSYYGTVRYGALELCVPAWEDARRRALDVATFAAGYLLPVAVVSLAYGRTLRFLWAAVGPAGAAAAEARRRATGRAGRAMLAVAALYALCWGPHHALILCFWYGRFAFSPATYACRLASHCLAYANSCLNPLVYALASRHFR
GPR7 antag: blocks human GPR7 receptor signaling. P48145. GPR7-expressing cells, fluorescence antagonist assay. inhibition, % at 4.4 µM. hit rate 1.1% among 290,000; in the data active = inhibition above about 16%, passing the limit was not always enough;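 also: cells stimulated with the agonist NPW; 0% = agonist with vehicle and 100% = vehicle without agonist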
IMP-1 inh: inhibitors of Pseudomonas aeruginosa IMP-1 metallo-beta-lactamase; purified IMP-1, nitrocefin hydrolysis, epi-absorbance fluorescence; inhibition, % at 5.6 µM; hit rate 0.45% among 290,000;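 active = inhibition above the mean plus 3 SD of all compounds in the same screening run, cut at about 4.5% in these data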;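 also: 0% = IMP-1 with DMSO and 100% = DMSO wells lacking enzyme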
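Assay system: purified recombinant IMP-1 beta-lactamase. Input: IMP-1 0.2 nM before substrate addition. Buffer or medium: Zinc- and detergent-supplemented HEPES buffer, pH 7.1. Schedule: 25 °C, 15 min preincubation, 25 min reaction. Signal: Epi-absorbance fluorescence, 480 nm excitation, 530 nm emission. Evaluation: percent inhibition from optical density relative to buffer-blank wells.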
NS3 helicase inh: HCV NS3 helicase inhibition; NS3 helicase DNA unwinding, Cy5 molecular beacon fluorescence; inhibition, % at 10.9 µM; hit rate 0.56% among 290,000; AID 1800;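 active = inhibition above the mean of all tested compounds plus 3 SD, set per campaign, cut at about 35% in these data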;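 also: 0% = DMSO wells and 100% = thioflavine S control wells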
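Measured by: Cy5 fluorescence, 0 and 60 min reads / Assay system: NS3 helicase fragment of HCV / Control set: low DMSO, high thioflavine S at 110 µM / Times: 1 h reaction at 25 °C, ATP-initiated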
OXTR ag: agonists of human oxytocin receptor | activation, % at 3 µM | CHO-OTR cells, Fluo-8 calcium fluorescence; normalized: DMSO 0%, oxytocin 100% | hit rate 0.32% among 320,000 | P30559;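 active = activation above the mean of all tested compounds plus 3 SD, cutoff set per screening run, cut at about 20% in these data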;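 also: peak over basal fluorescence ratio from a 100 s FLIPR kinetic read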
VIM-2 inhibitor: blocks Pseudomonas aeruginosa VIM-2 metallo-beta-lactamase; purified VIM-2, nitrocefin hydrolysis, epi-absorbance fluorescence; inhibition, % at 5.6 µM; hit rate 0.89% among 290,000;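 active = inhibition above the mean of all tested compounds plus 3 SD, cutoff set per screening run, cut at about 7.5% in these data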;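 also: red hydrolysis product quenches plate fluorescence so inhibitors raise well fluorescence; 0% = enzyme with DMSO and 100% = DMSO without enzyme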
An asterisk follows results filed as active; . = not tested or not shown; & = joins results of further samples.

The line under a structure holds: FID counter	VIM-2 inhibitor	IMP-1 inh	V1R ag counter	OXTR ag	PHOSPHO1 inh	GPR7 antag	NS3 helicase inh	GalR3 antag
- CCOC(=O)C1CCN(Cc2ccc(F)cc2F)CC1
  -1	-0.5	-2.5	1.0	-0.2	10	-11	22	-3
- CC(=O)Nc1ccc(NC(=O)CN(C)S(=O)(=O)c2ccc3nc(C)sc3c2)cc1
  -1	-1.5	-4.1	-0.6	-0.7	24	-9	0	-5
- CCN(CC)C(=O)CSc1nnc(-c2ccc(F)cc2)n1N
  1	-2.4	-1.9	-0.6	0.2	14	-2	-6	3
- CC1(c2ccco2)NC(=O)NC1=O (stereo unspecified)
  -1	-3.4	-1.4	0.3	1.2	11	-4	7	-4
- Cc1nc2ccccc2n1/N=C/c1cccnc1
  -1	-2.7	-1.3	-0.2	1.6	9	0	1	-4
- COc1ccc(-c2noc(CSc3nc(-c4ccccc4)cc(=O)[nH]3)n2)cc1
  -1	-7.3	-0.5	-0.5	-1.1	102*	-3	4	.
- CC12CC3(C)CC(C)(C1)CC(C(=O)NCC(=O)O)(C2)C3
  -6	-2.8	-2.4	0.5	0.4	44	-17	6	0
- CSCCC(=O)N1CCC(n2nccc2NC(=O)CCc2ccccc2)CC1
  -15	1.3	-0.1	.	.	46	5	11	0
- O=C1CN(C(=O)c2ccccc2Cl)c2ccccc2N1
  -3	-2.9	-2.1	-0.2	0.2	25	-11	9	-4
- COc1ccc(-c2nc(C#N)c(NCCCN(C)C)o2)cc1OC
  13	12*	2.9	1.4	0.3	0	-8	-1	3
- C/C(=N\NC(N)=O)c1cc(Cl)cc(Cl)c1O
  -4	-0.8	-4.8	-2.5	-0.6	12	-1	0	-7
- N#CCSc1n[nH]c2nc3c(c(=O)n12)C1(CCCC1)Cc1ccccc1-3
  0	-3.2	-2.0	5.7	8.2	47	-3	9	.
- CCOC(=O)C1=C(C)Nc2nnnn2C1c1c[nH]c2ccccc12 (stereo unspecified)
  -7	-1.9	0.5	0.8	0.8	-3	-2	-4	-7
- CCOC(=O)CC(=O)Nc1ccsc1C(N)=O
  -5	-3.2	-2.3	0.0	1.0	46	-20	-5	-2
- O=C(NCCNC(=O)c1cccnc1)c1ccc(Br)cc1
  -5	-0.1	-1.8	1.1	0.5	43	-5	5	-3
- O=C(c1cccs1)N1CCN(c2nnc(-c3ccccc3)c3ccccc23)CC1
  -36	-1.7	-1.4	0.1	-1.9	36	7	-6	-4
- COc1cc(C(C[N+](=O)[O-])c2c(C)[nH]c3ccccc23)cc(OC)c1OC (stereo unspecified)
  -9	0.8	-2.2	-0.1	-0.8	-18	-16	-8	-5
- O=C(/C=C\c1ccc(-c2ccccc2)o1)c1ccccc1
  -16	-2.1	-1.6	0.2	-1.4	8	3	40*	-4
- COc1cc(/C=C\C(=O)O)cc(S(=O)(=O)N2CCCCCC2)c1OC
  -18	-0.6	-1.0	.	.	.	11	4	-2
- Cc1ccc(C(=O)Oc2ccccc2C(=O)N2CCOCC2)cc1
  -7	-2.2	-4.5	1.1	0.2	1	-10	11	-9
- C/C(=C1/SC(N2CCCC2)=NC1=O)c1ccc(Br)cc1
  -25	3.0	-5.1	-0.7	-1.2	42	-10	-2	-3
- Cc1cccc(C)c1-n1c(C)cc(/C=N/NC(=O)c2ccncc2)c1C
  -20	0.9	-0.8	0.1	0.7	18	4	-2	-2
- COCCNC(=S)N1CCN(c2nc(-c3ccc(F)cc3)cs2)CC1
  -14	-0.1	-8.2	8.6	10	-17	6	-2	-9
- Cc1cccc(NC(=O)c2nc[nH]c2C(=O)Nc2cccc(C)c2)c1
  -3	-4.1	-2.5	-0.1	-0.6	-26	-8	-3	-5
- O=C1[C@@H]2[C@H](C(=O)N1n1cnnc1)[C@H]1C=C[C@@H]2C1
  3	-3.0	-2.7	0.7	1.9	15	-7	-1	-3
- Cc1cc(C)nc(NS(=O)(=O)c2ccc(NC(=S)NC(=O)C(C)(C)C)cc2)n1
  -20	-4.4	-1.5	-0.4	0.1	32	-9	3	3
- COc1ccc(C2C(C(=O)OC(C)C)=C(C)N=c3s/c(=C\c4cccs4)c(=O)n32)cc1 (stereo unspecified)
  -9	-1.8	-2.7	-0.7	-0.8	6	-13	4	0
- CCCOC(=O)c1ccc(NC(=O)CCC(=O)OCC)cc1
  -5	-3.7	-3.9	2.0	0.6	7	-8	9	-4
- O=S(=O)(c1ccccc1)N1CCN=C1SCc1cccc(Cl)c1
  -1	-2.8	-2.7	0.4	-2.0	-11	-16	-4	0
- O=C(CNC(c1ccccc1)c1ccccc1)Nc1ccccc1F
  -23	-2.7	-2.5	9.5	-2.2	19	11	-5	-12
- Cc1nn(-c2ccccc2)c(N)c1C1(O)C(=O)N(C(C)C)c2ccccc21 (stereo unspecified)
  -10	-3.4	-4.2	0.5	-1.6	2	10	-2	1
- O=C(Nc1ccc(Cl)c(C(F)(F)F)c1)c1ccncc1
  -11	-4.0	-1.3	5.0	4.7	-6	3	0	-4
- O=C1C(=O)N(c2ccccn2)C(c2cccc([N+](=O)[O-])c2)/C1=C(/O)c1ccc(Br)cc1 (stereo unspecified)
  -35	-1.8	-0.3	0.1	-0.7	34	-9	25	-8
- O=C(Nc1ccc(S(=O)(=O)Nc2ncccn2)cc1)c1ccc(F)c(S(=O)(=O)N2CCOCC2)c1
  -5	-1.8	-2.8	0.8	0.5	16	-2	-1	-4
- CCOCCn1c(CN(C)Cc2ccccc2)nc2c1c(=O)n(C)c(=O)n2C
  -34	-0.4	-1.5	0.3	-0.1	23	-6	2	.
- COc1cc(C(=S)N2CCOCC2)cc(OC)c1OC(=O)c1ccc([N+](=O)[O-])cc1[N+](=O)[O-]
  -22	-3.3	-5.1	-0.6	0.2	41	-4	21	0
- Cc1cc(NC(=O)CSc2ccc3ccccc3c2)no1
  -6	0.5	-0.4	2.2	0.9	40	6	11	2
- C1CC1Cc1noc(CN2CCN(CC3CC3)CC2)n1
  3	-2.2	0.1	0.4	1.2	48	-4	1	-7
- COc1ccnc(Oc2ccccc2)n1
  3	-1.4	0.3	1.1	-0.3	0	-3	-4	4
- COc1cc(CN2CCC(CO)(CCOc3ccccc3)CC2)cc(OC)c1OC
  15	-2.2	-3.1	0.9	1.4	25	-2	0	-3
- OC(COc1cccc(OCC(O)CN2CCOCC2)c1)CN1CCOCC1 (stereo unspecified)
  4&0	-3.0&2.0	-4.0&-2.0	0.5&0.9	0.1&-0.2	-17&23	-5&-2	9&-1	-2
- CC(NC(=O)NC1CCCCC1)C(c1cccs1)N1CCN(Cc2ccccc2)CC1 (stereo unspecified)
  1	-3.7	-4.3	1.5	-2.0	-6	4	-5	.
- O=C(Cc1cccc2ccccc12)N/N=C/c1ccncc1
  -9	-4.2	-3.5	2.5	4.2	41	3	4	3
- COc1ccccc1C1OC(c2cccc([N+](=O)[O-])c2)=NN1C(C)=O (stereo unspecified)
  -2	-2.1	-4.0	0.4	0.1	23	-15	8	-1
- CN1CCCc2cc3c(C(F)(F)F)cc(=O)oc3nc21
  -2	3.8	0.8	2.6	2.1	23	-7	-6	0
- CN(C)c1ccc(N=C/C=C2/N(C)c3ccccc3C2(C)C)cc1
  -3	-4.4	-4.9	.	.	-7	-2	36*	-2
- Cc1ccc(OCC(=O)Nc2cc(-c3nn4c(C)nnc4s3)ccc2C)cc1
  -6	-1.8	-1.5	-0.9	-1.5	40	-8	-3	0
- C#CC(C)(C)NC(=O)c1ccccc1OC
  0	-0.2	-3.2	0.6	0.1	-8	-14	12	-2
- COc1ccc(S(=O)(=O)N(C)CC(=O)NC2CCCC2)cc1Cl
  -7	-0.7	0.5	0.2	1.3	42	-5	3	4
- Cc1ccc(NC(=S)N(CCN(C)C)Cc2cccs2)cc1
  0	-3.9	-3.2	1.0	0.1	13	-12	1	0
- CCN(c1ccc(NC(=O)c2cccc(S(=O)(=O)N3CCN(C)CC3)c2)cc1)C(C)C
  32	-3.0	-3.1	1.3	3.5	15	-10	-1	0
- COc1ccc(CCNC(=S)N2CCN(S(=O)(=O)c3ccc(Cl)cc3)CC2)cc1
  -19	-3.2	-2.6	2.4	-0.3	25	-16	-21	0
- Clc1cccc(Cl)c1CSc1cc2c(nn1)-c1ccccc1CC2
  1	-3.0	-2.7	0.7	0.5	3	-16	2	-6
- CCn1ccc(C(=O)Nc2c(C)nn(Cc3c(F)c(F)c(F)c(F)c3F)c2C)n1
  -17	-1.9	-2.6	0.3	2.7	1	-6	9	0
- O=C(NC(C1CC1)C1CC1)C1CCC(=O)N(CCCN2CCCC2=O)C1 (stereo unspecified)
  1	-1.9	-1.8	-0.1	1.1	24	-10	-3	1
- CCOC(=O)N1CCN(C(=O)COC(=O)Cc2ccc(OC)cc2)CC1
  -25	-1.5	-1.3	0.4	-0.4	24	-10	28	0
- O=C(N1CCOCC1)C1(S(=O)(=O)c2ccccc2)CC=CC1
  -8	-2.8	-2.4	0.2	0.9	-6	-13	21	-9
- Cc1ccc(NS(=O)(=O)c2ccc(Br)cc2)nc1
  -5	-2.8	-1.6	-0.6	-0.5	-34	-4	4	-5
- CN1C(=O)c2ccccc2C(C(=O)NCCCN2CCCC2)C1c1c[nH]c2ccccc12 (stereo unspecified)
  7	-5.7	-2.1	0.1	-0.7	-4	-6	-4	.
- Cc1nc(-c2ccc(NC(=O)/C=C\C(=O)O)cc2)cs1
  -6	-0.7	-3.3	-0.4	-0.1	32	-7	3	-1

3 of the entries above in order of the IMP-1 inh value, falling.
canonical_smiles	IMP-1 inh
COc1ccc(-c2nc(C#N)c(NCCCN(C)C)o2)cc1OC	2.9
Cc1cc(NC(=O)CSc2ccc3ccccc3c2)no1	-0.4
Cc1nn(-c2ccccc2)c(N)c1C1(O)C(=O)N(C(C)C)c2ccccc21 (stereo unspecified)	-4.2

(cont.)
The line under a structure holds: FID counter	VIM-2 inhibitor	IMP-1 inh	V1R ag counter	OXTR ag	PHOSPHO1 inh	GPR7 antag	NS3 helicase inh	GalR3 antag
- COc1cc(/C=N/n2c(-c3ccc4c(c3)NC(=O)CO4)csc2=Nc2cccc(C)c2)ccc1O
  -17	-3.5	0.6	0.5	1.8	-2	-9	-22	-1
- O=C(CSc1ncc(C(F)(F)F)cc1Cl)N1CCN(S(=O)(=O)c2ccc3ccccc3c2)CC1
  -3	-1.3	-4.9	0.5	0.6	1	-8	1	-8
- COc1ccc(C(=O)Nc2ccnn2C2CCN(Cc3ccc4nonc4c3)CC2)cc1
  -14	-1.5	1.1	0.6	0.4	32	-11	-3	-2
- CSc1nc(-c2ccccc2)nc2[nH]ccc(=O)c12
  -2	5.5	-1.9	.	.	.	2	4	.
- Cc1c(Br)c([N+](=O)[O-])nn1CC(=O)NCC1CCCO1 (stereo unspecified)
  1	-1.1	-4.4	0.5	-0.1	17	-8	0	-2
- C/C(=N/NC(=O)c1ccc(Br)o1)c1cccc(NC(=O)c2ccc(C)o2)c1
  -10	-2.5	-2.6	-1.5	-0.9	1	-1	8	-11
